Screening data deposited in PubChem by National Center for Advancing Translational Sciences (NCATS).
AmpC inh no detg: qHTS Inhibitors of AmpC Beta-Lactamase (assay without detergent); P00811; 330,000 compounds, 0.52% hits; AID 485341, 2010; Potency, µM (series often up to 57.1 µM), without a hit: top-dose activity change, negative = inhibition, hits mostly inhibitors; AmpC nitrocefin hydrolysis, absorbance 480 nm, 0.0001% Triton;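 further: potency means the concentration at half of the fitted maximal effect; plate controls were no compound for no effect and no enzyme for full effect; nearly all actives have a fitted effect of over 20% in size; some results filed as inactive show a strong effect at the top dose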
Target sequence (P00811 whole entry, looked up): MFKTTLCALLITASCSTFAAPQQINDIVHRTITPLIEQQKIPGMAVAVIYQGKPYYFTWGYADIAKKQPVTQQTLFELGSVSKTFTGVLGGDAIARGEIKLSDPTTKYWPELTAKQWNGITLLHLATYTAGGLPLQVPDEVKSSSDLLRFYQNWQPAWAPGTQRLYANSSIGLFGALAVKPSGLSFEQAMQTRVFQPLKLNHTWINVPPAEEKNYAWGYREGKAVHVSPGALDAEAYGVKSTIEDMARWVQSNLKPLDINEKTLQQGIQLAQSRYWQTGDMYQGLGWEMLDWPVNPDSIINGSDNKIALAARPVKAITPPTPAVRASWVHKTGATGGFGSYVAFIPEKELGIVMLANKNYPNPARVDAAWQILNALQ
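AmpC (5.3 nM in the dispensed reagent) in 20 mM phosphate pH 7.0 with 0.01% (detergent screen) or 0.0001% Triton X-100 was preincubated with compounds for 15 min at room temperature. Nitrocefin was then added from an 800 uM solution, and hydrolysis was followed at 480 nm.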
Pf growth 48h: Primary qHTS for delayed death inhibitors of the malarial parasite plastid, 48 hour incubation | 310,000 compounds, 5.9% hits | P. falciparum luciferase growth in erythrocytes, 48 h | Potency, µM (series often up to 28.7 µM), without a hit: at the highest dose activity change, negative = inhibition, most hits filed as inhibitors; further: potency means the concentration at half of the fitted maximal effect; on the % scale 0 is the no-effect control and ±100 the full control effect
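First compound was added to culture medium, then infected red cells at 0.1% parasitemia and 2% hematocrit (final). After incubation at 37 C under 5% CO2, luciferase detection reagent was dispensed and light output recorded.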
Pf growth 96h: Primary qHTS for delayed death inhibitors of the malarial parasite plastid, 96 hour incubation | P. falciparum luciferase reporter growth, 96 h | Potency, µM (series often up to 28.7 µM), for inactives: at the highest dose activity change, negative = inhibition, hits mostly inhibitors | 320,000 compounds, 6.9% hits; further: potency means the concentration at half of the fitted maximal effect; on the % scale 0 is the no-effect control and ±100 the full control effect
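Erythrocytes infected with luciferase-expressing P. falciparum were dispensed at 2% hematocrit and 0.05% parasitemia (final), then incubated with compounds 96 hours at 37 C in 5% CO2. Luminescence after detection reagent addition reported growth.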
LmPK inh: qHTS Assay for Inhibitors of Leishmania Mexicana Pyruvate Kinase (LmPK); purified LmPK, Kinase-Glo ATP luminescence, 1 h; Q27686; Potency, µM (series often up to 57.5 µM), without a hit: top-dose activity change, negative = inhibition, actives largely listed as inhibitors; 290,000 compounds, 0.37% hits; further: potency means the concentration at half of the fitted maximal effect; on the % scale 0 is the no-effect control and ±100 the full control effect
Target sequence (Q27686 whole entry, looked up): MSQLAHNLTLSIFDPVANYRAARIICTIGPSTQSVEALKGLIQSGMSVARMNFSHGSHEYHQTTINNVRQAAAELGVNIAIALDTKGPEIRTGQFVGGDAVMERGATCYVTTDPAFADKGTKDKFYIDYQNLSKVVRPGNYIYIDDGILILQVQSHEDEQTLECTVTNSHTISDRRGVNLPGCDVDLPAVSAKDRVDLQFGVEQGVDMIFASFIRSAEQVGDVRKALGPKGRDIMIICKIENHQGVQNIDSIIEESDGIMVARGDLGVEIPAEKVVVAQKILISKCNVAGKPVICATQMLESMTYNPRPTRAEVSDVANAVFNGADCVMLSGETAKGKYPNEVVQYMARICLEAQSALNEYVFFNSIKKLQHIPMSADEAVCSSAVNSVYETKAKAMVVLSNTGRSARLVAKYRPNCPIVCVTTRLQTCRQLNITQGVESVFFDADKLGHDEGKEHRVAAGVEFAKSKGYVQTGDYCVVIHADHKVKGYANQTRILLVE
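Screened at intermediate enzyme activity to detect both inhibitors and activators: LmPK at 0.1 nM, with a 0.5 nM enzyme column as activation reference. PEP 0.5 mM, ADP 0.1 mM; ATP detected by luminescence after 1 h.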
Cycloheximide cs: Cycloheximide Counterscreen for Small Molecule Inhibitors of Shiga Toxin | AID 2314, 2010 | max response, % | 300,000 compounds, 12% hits | cell reporter, cycloheximide protein synthesis inhibition counterscreen; in the data active means max response mostly above about 13%, no sharp cut-off; inactive means mostly below about 14%; further: read at 38.3 µM for the half of the compounds with a filed dose; 0% is about no effect
TbPYK inhibitor: qHTS of Trypanosoma Brucei Inhibitors; 410,000 compounds, 0.12% hits; pyruvate kinase (Trypanosoma brucei), Q57TT1; Potency, µM (titrated, usually from 76.8 µM), without a hit: at the highest dose activity, negative = inhibition, usual class: inhibitors; AID 624173, 2012; TbPYK enzyme, Kinase-Glo Plus ATP luminescence, 45 min; further: potency means the concentration at half of the fitted maximal effect; on the % scale 0 is the no-effect control and ±100 the full control effect; nearly all actives have a fitted effect of over 50% in size
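Luminescent Kinase-Glo Plus end-point after 45 min room-temperature reaction of T. brucei pyruvate kinase started with 130 uM ADP (final). Buffer TEA 50 mM pH 7.2 with KCl, MgCl2, BSA, Tween-20; titration-based qHTS with fitted concentration-effect curves.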
Shiga inhibitor: A qHTS for Small Molecule Inhibitors of Shiga Toxin; Vero cells, Shiga toxin protein synthesis inhibition reporter; inhibition, % at 38.7 µM; 290,000 compounds, 9.2% hits; AID 2315, 2010; in the data active means inhibition mostly above about 28%, no sharp cut-off; inactive means mostly below about 43%; further: 0% is about no effect
Active calls of the source: *; ? = inconclusive; · = no result given; + = active, no number; [ ] = dose if it differs, or a comment. Unless noted, the call rests on the fitted dose curve; in most records, active means well fitted curve in the direction sought with a large enough effect; inconclusive means small, poorly fitted or top-dose-only effect, or another doubt; inactive means no such curve, though single readings can be large; an effect the other way counts as inactive or inconclusive.

Preview:
SMILES | AmpC inh no detg | Pf growth 48h | Pf growth 96h | LmPK inh | Cycloheximide cs | TbPYK inhibitor | Shiga inhibitor
CC(=O)Oc1ccc(C(=O)Cc2ccc3ccccc3n2)c(O)c1C | -15% | 52%[activator] | 163%[activator] | -5% | 26* | 0% | +
CCOc1cccc(C=NCCc2ccc(OC)c(OC)c2)c1O | -22% | -4% | ? | -9% | -2 | -1% | -4
Nc1nc(N)nc(-c2cccc(Cl)c2)n1 | -18% | 71%[activator] | ? | · | · | 0% | ·
CN1CCN(S(=O)(=O)c2ccc(NC(=S)NC(=O)C3CCC3)cc2)CC1 | -4% | -8% | 7% | -1% | -1 | -14% | 12
COc1ccccc1OCCC(=O)OCC(=O)Nc1ccc(S(=O)(=O)N2CCOCC2)cc1 | 0%[11.4 µM] | 7% | 8% | 9% | -2 | 6% | -4

Results, from the start:
SMILES | AmpC inh no detg | Pf growth 48h | Pf growth 96h | LmPK inh | Cycloheximide cs | TbPYK inhibitor | Shiga inhibitor
CC(=O)Oc1ccc(C(=O)Cc2ccc3ccccc3n2)c(O)c1C | -15% | 52%[activator] | 163%[activator] | -5% | 26* | 0% | +
CCOc1cccc(C=NCCc2ccc(OC)c(OC)c2)c1O | -22% | -4% | ? | -9% | -2 | -1% | -4
Nc1nc(N)nc(-c2cccc(Cl)c2)n1 | -18% | 71%[activator] | ? | · | · | 0% | ·
CN1CCN(S(=O)(=O)c2ccc(NC(=S)NC(=O)C3CCC3)cc2)CC1 | -4% | -8% | 7% | -1% | -1 | -14% | 12
COc1ccccc1OCCC(=O)OCC(=O)Nc1ccc(S(=O)(=O)N2CCOCC2)cc1 | 0%[11.4 µM] | 7% | 8% | 9% | -2 | 6% | -4
COc1ccc(-n2cnnc2SCc2cnc(-c3ccccc3)s2)cc1 | 4% | ? | -19% | 6% | -6 | -4% | -12
CC(=O)c1cn(Cc2ccccc2)c(=O)n(Cc2ccc(F)cc2)c1=O | 9% | ? | ? | -7% | 4 | -1% | 7
Cn1c(=O)[nH]c(=O)c2c1nc(N/N=C/c1cccnc1)n2Cc1ccc(Cl)cc1 | -7% | 17% | 8% | 3% | -1 | 0% | 11
COc1ccc(Cl)cc1C(=O)Nc1ccc(NC(=O)C(C)C)cc1 | -17% | -23% | 17% | 3% | 1 | 1% | 26
CN(C)S(=O)(=O)c1cccc(COC(=O)c2cccnc2Cl)c1 | -3% | 0% | 0% | -2% | 6 | 1% | -10
COc1ccc(S(=O)(=O)N2CCC(Nc3ccccc3Cl)CC2)cc1 | -25% | 19% | ? | -2% | -1 | -6% | -6
CCCN1CCN(C(=O)c2noc3c2COc2ccc(C)cc2-3)CC1 | 103%[activator] | 50%[activator] | 168%[activator] | -2% | 17* | 2% | 54*
C=CCOc1ccccc1CN1CCC(n2nccc2NC(=O)C2CCOC2)CC1 (stereo not drawn) | -2% | 5% | ? | -8% | -2 | 1% | -28
CCOC(=O)C1CCCN(C(=O)c2ccc(OC(C)=O)cc2)C1 (stereo not drawn) | -3% | -1% | -21% | -4% | -8 | -11% | -20
Cc1cc[n+](-c2nc3ccccc3nc2[N-]S(=O)(=O)c2cccs2)cc1C | -9% | 4% | 342%[activator] | -6% | -5 | -4% | -4
Cc1ccc(NC(=S)c2ccc3ccccc3n2)c(C)c1 | -19% | 103%[activator] | 75%[activator] | -2% | 30* | -26% | 85*
CC(=O)Nc1ccc(OCCOc2ccccc2C(C)=O)cc1 | 2% | -1% | -7% | -1% | 4 | 0% | 17
COc1ccc(C(=O)N2CCN(C(=O)Cc3ccccc3)CC2)cc1 | 9% | 20% | -4% | -4% | 2 | 1% | 28
Cc1ccc(OCCn2c(=S)[nH]c3ccccc32)c(C(C)C)c1 | -41% | 12µM* | 46%[activator] | 4% | 0 | -23% | -5
CC1=C(C(=O)OC(C)C)C(c2cccc(F)c2)N2C(=O)C(C)SC2=N1 (stereo not drawn) | -12% | 12µM* | ? | 0% | 3 | -6% | -5
O=C(N/N=C/c1ccco1)c1cc(-c2ccc3ccccc3c2)n[nH]1 | -36% | · | 9% | 0% | 18* | -9% | 23
CC(=O)c1ccc(N2CCN(C(=O)CCS(=O)(=O)c3ccc4c(c3)CCN4C(C)=O)CC2)cc1 | 45% | 13µM* | ? | 12% | 3 | 2% | 14
CC(Sc1nn(-c2ccc(Cl)cc2)c(=S)s1)C(=O)NCC1CCCO1 (stereo not drawn) | 13% | 19% | 4% | · | · | -3% | ·
O=C(Nc1ccc(Br)cn1)C1CCCN1S(=O)(=O)c1ccccc1 (stereo not drawn) | -22% | -16% | 2% | 1% | 0 | -12% | -4
COc1ccc(N(CC(=O)NCCc2ccccc2)C(=O)CCC(=O)Nc2ccccn2)cc1 | 25% | -11% | ? | 0% | -7 | -1% | 2
CC(=O)c1c(C)[nH]c(C(=O)COc2cc(C)ccc2C(C)C)c1C | -21% | · | 4.7µM* | 8% | 3 | 0% | 21
COC(=O)c1ccccc1NC(=O)CSc1nccc(C)n1 | -14% | 5% | · | 2% | -1 | -5% | -17
Cc1cc(-c2nnc(CCC(=O)N3CCN(Cc4cccc(F)c4)CC3)o2)c(C)o1 | 180%[activator] | ? | -28% | 4% | 19* | -21% | 42*
O=[N+]([O-])c1cc(-c2cnc3ccccc3n2)ccc1Cl | -11% | 13% | 42%[activator] | 4% | 14 | 6% | 17
CCOC(=O)c1ccc(Oc2cc(C)nc(Cl)n2)cc1 | -3% | 19% | 31%[activator] | 1% | -2 | 2% | 15
CCCCn1c(N)c(N(CC)C(=O)c2ccccc2C)c(=O)[nH]c1=O | -7% | 2% | 8% | 0% | 1 | 6% | -7
COc1ccc(CCNCC(O)COc2cccc(Br)c2)cc1OC (stereo not drawn) | 2% | ? | 9.3µM* | -2% | -5 | 19% | 1
CC1(NC(=O)CCc2nc3sc4c(c3c(=O)[nH]2)CCCC4)CCS(=O)(=O)C1 (stereo not drawn) | -32% | -9% | ? | · | · | -8% | ·
CCCS(=O)(=O)Nc1ccc(N2CCCCC2)c(S(=O)(=O)Nc2ccccc2OC)c1 | -20% | 10µM* | 13µM* | · | · | -4% | ·
C/C(N)=C(/C#N)C(=O)COC(=O)CCSc1ccccc1Cl | 0% | · | 32%[activator] | 8% | 3 | 4% | -21
CCOc1ccc(NC(=O)CN2CCN(CC(=O)Nc3ccc(F)cc3)CC2)cc1 | 55% | ? | 31%[activator] | 3% | -5 | -13% | -8
COCCCNc1nc2ccccc2nc1NS(=O)(=O)c1ccc(Cl)cc1 | -23% | -4% | 3% | 1% | -5 | 4% | -5
CC(NC(=O)c1ccc(OC2CCN(Cc3ccccn3)CC2)cc1)c1ccccc1 (stereo not drawn) | 23% | ? | 12µM* | 5% | 0 | 4% | -10
NNC(=O)c1cccc(S(=O)(=O)Nc2cc(Cl)ccc2Cl)c1 | ? | -6% | 2% | 13% | 1 | -2% | 22
COCCN(C(=O)CNC(=O)c1ccco1)C(C(=O)NC1CCCCC1)c1cccnc1 (stereo not drawn) | 17% | 8% | 19% | 1% | -2 | 2% | -3
Cc1cc2nc(/C(C#N)=C/c3ccncc3)[nH]c2cc1C | 0%[2.29 µM] | -16% | 1% | -4% | 11 | -9% | 39
CCC1CCCCN1C(=O)N[C@@H](Cc1ccccc1)C(=O)O (stereo partly drawn) | 1% | 14% | 28% | 4% | -5 | 2% | -3
S=C1NCCNC(=S)NCCOCCN1 | -16% | 4% | 6% | 3% | -1 | -3% | 26
COc1ccc(CCC(=O)OCC(=O)Nc2ccccc2OC(F)F)cc1OC | 3% | 0% | 19% | 4% | 2 | 4% | -7
COc1cccc(CN2C(=NC(=O)CCC3CCCC3)SC3CS(=O)(=O)CC32)c1 (stereo not drawn) | -17% | -21% | ? | 3% | 4 | -1% | 7
c1ccc(CNc2nc(-c3cccnc3)cs2)cc1 | -19% | ? | 8% | 0% | 34* | 1% | 48
COc1ccc(NC(=O)c2ccc(C)cc2)cc1 | -18% | -21% | ? | -9% | 38* | -1% | ·
Cc1ccc(S(=O)(=O)Nc2cc3c(cc2N2CCOCC2)n(C)c(=O)c(=O)n3C)cc1 | -11% | -9% | 0% | 4% | -1 | -4% | -2
O=C(COC(=O)CCC(=O)c1cccs1)Nc1cccc(F)c1 | -17% | -6% | -13% | · | · | -11% | ·
C=CCn1cc(C(=O)c2cc(Br)ccc2O)cc(C#N)c1=O | -40% | ? | ? | 0% | -2 | -3% | -6

Further records.
SMILES | AmpC inh no detg | Pf growth 48h | Pf growth 96h | LmPK inh | Cycloheximide cs | TbPYK inhibitor | Shiga inhibitor
O=C(NCCCn1ccnc1)/C(=C\c1ccco1)NC(=O)c1ccco1 | -12% | 4% | 23% | -3% | 14 | 3% | -2
COc1ccc(C2(O)CCN(C(=O)c3c(F)cccc3F)CC2)cc1 | -5% | 26% | ? | -2% | 1 | 5% | -4
NC(=O)c1ccc(/C=N/O)nc1 | 0% | 3% | -25% | 2% | -3 | -7% | 17
Cc1ccc(/C=C(\CCC(=O)O)c2nc3ccccc3s2)cc1[N+](=O)[O-] | -4% | 2% | 25% | 4% | 3 | -7% | 15
O=C(C(=O)N1CCN(c2ccccc2)CC1)c1cn(CC(=O)N2CCCCCC2)c2ccccc12 | 98%[activator] | 9.3µM* | ? | 1% | -3 | -1% | 7
COc1ccc(NC(=O)Nc2cccs2)cc1Cl | -56% | 47%[activator] | -17% | -1% | 39* | -12% | +
Cc1cc(N2C(=O)CC(Cc3ccc(Cl)cc3)C2=O)no1 (stereo not drawn) | 72%[activator] | 2% | ? | 2% | 2 | -9% | -1
COc1cc(C(=O)NCC(=O)N/N=C/c2c(C)[nH]c3ccccc23)cc(OC)c1OC | 27% | -10% | 0% | 8% | 2 | 3% | -1
Cc1ccc([N+](=O)[O-])cc1S(=O)(=O)N1CCCC1 | -2% | -5% | 7% | -4% | 5 | 6% | 10
CCOC(=O)C1=C(CC)Nc2ccccc2N=C1NC(=O)CCN1C(=O)C2CCCCC2C1=O (stereo not drawn) | 44% | -9% | -19% | -15% | 3 | 28% | 5
O=C1C2C3CCC(O3)C2C(=O)N1c1cc(OCC(F)F)cc([N+](=O)[O-])c1 (stereo not drawn) | -8% | 18% | 33%[activator] | · | · | -17% | ·
CCc1cccc(NC(=O)[C@@H]2CCCN2C2=NS(=O)(=O)c3ccccc32)c1 | -7% | -15% | 1% | · | · | -7% | ·
Cc1ccc(N2C(=O)C(CC(=O)Nc3cccc(F)c3)N(CCc3ccncc3)C2=O)cc1 (stereo not drawn) | 53% | ? | ? | -4% | -3 | 2% | -15
CCn1c(=O)n(CC)c2cc(S(=O)(=O)NCCOc3ccccc3)c(C)cc21 | -4% | -21% | 27% | -11% | -4 | 1% | 7

Outcome played no part in choosing rows; overall some 22% were active at least once.
